# USP2a inh: qHTS Assay for Inhibitors of Ubiquitin-specific Protease USP2a; actives 0.1% (n = 60,000); Potency, µM (doses to about 38.3 µM), inactives show at the highest dose activity change, negative = inhibition, usual class: inhibitors; USP2a enzymatic assay, qHTS inhibition;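 note: potency is the fitted concentration of half-maximal effect; nearly all actives have a fitted effect of over 60% in size; plate controls were DMSO for no effect and NEM full inhibition control for full effect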
#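 USP2 core (20 nM final) was preincubated with compound for 30 min at RT in 20 mM Tris-HCl pH 8.0, 2 mM CaCl2, 2 mM beta-mercaptoethanol; Ub-PLA2 (20 nM) plus NBD C6-HPC (20 uM) then added, fluorescence read after 2.5 h.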
# Pol III holo inh: qHTS Assay for Inhibitors of DNA Polymerase III Holoenzyme System | reconstituted DNA polymerase III holoenzyme replication, biochemical | Potency, µM (doses to about 57.1 µM), inactives show at the top dose activity change, negative = inhibition | actives 0.25% (n = 71,000) | AID 603, 2007; note: potency is the fitted concentration of half-maximal effect; % is set by controls: 0 for no effect and ±100 for the full control effect
#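 Reconstituted *E. coli* holoenzyme (0.35 nM Pol III, 1 nM beta, 154 nM SSB, 2 nM primase) was preincubated with compound for 15 min at RT. Synthesis on 1.4 nM ssM13Gori ran 35 min, then was stopped with PicoGreen/EDTA and read as dsDNA fluorescence.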
# HEK293 cAMP cs: qHTS Assay for Agonists of the Thyroid Stimulating Hormone Receptor: Activators of Intracellular cAMP Concentrations in Parental HEK 293. Potency, µM (titrated, usually from 57.1 µM), for inactives: at the highest dose activation, hits mostly activators. actives 2.5% (n = 73,000). AID 938, 2007. parental HEK293 CNG cAMP sensor, membrane potential fluorescence; note: potency is the fitted concentration of half-maximal effect; % of control where 0% means no effect; nearly all actives have a fitted effect of over 55% in size
#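 Parental HEK 293 cells stably expressing a modified CNG channel (no TSHR) report cAMP rise as membrane depolarization. Membrane potential dye with 100 uM RO 20-1724 was loaded for 60 min at room temperature, then compound added for 30 min; fluorescence read at 590 nm.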
# Casp1 inh: qHTS Assay for Allosteric/Competitive Inhibitors of Caspase-1; Caspase-1 enzyme, Ac-WEHD-AFC fluorogenic rate; Potency, µM (top dose mostly 57.5 µM), inactives show at the top dose activity change, negative = inhibition, most hits filed as inhibitors; actives 0.03% (n = 75,000); AID 900, 2007;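 note: potency is the fitted concentration of half-maximal effect; plate controls were vehicle for no effect and no substrate for full effect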
# BRCT inh red: qHTS Assay for Inhibitors of BRCT-Phosphoprotein Interaction (Red Fluorophore) | BRCT-phosphopeptide binding, red fluorescence polarization | actives 0.03% (n = 75,000) | Potency, µM (titrated, usually from 76.9 µM), inactives show at the highest dose activity change, negative = inhibition, most hits filed as inhibitors | AID 892, 2007; note: % is set by controls: 0 for no effect and ±100 for the full control effect
#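 Fluorescence polarization: 100 nM His-tagged BRCA1 BRCT with 100 nM TAMRA-labelled phospho-BACH1 decapeptide, phosphate buffer pH 7.3 with 150 mM NaCl, DTT, 0.01% Tween 20; 12 min RT. Binding inhibition seen as FP decrease.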
# Rhodamine fluor: qHTS Assay for Spectroscopic Profiling in Rhodamine Spectral Region; AID 594, 2007; max dye-equivalent concentration, M; Rhodamine-region fluorescence, 547/598 nm, Tris buffer; hits give high values; actives 0.05% (n = 59,000); in the data active = max dye-equivalent concentration above about 11 nM; inconclusive = between about 1.1 nM and that limit
#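 Compounds in 100 mM Tris buffer, pH 8.0, were incubated 15 min at room temperature, then read at 547 nm excitation and 598 nm emission. Fluorescence was normalized against a per-plate six-point rhodamine standard curve as dye-equivalent concentration.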
# HADH2 inh: qHTS Assay for Inhibitors of HADH2 (Hydroxyacyl-Coenzyme A Dehydrogenase, Type II); AID 886, 2007; recombinant HADH2, NADH fluorescence, beta-hydroxybutyryl-CoA; 3-hydroxyacyl-CoA dehydrogenase type-2 (Homo sapiens), Q99714; Potency, µM (titrated, usually from 57.1 µM), without a hit: at the highest dose activity change, negative = inhibition, most hits filed as inhibitors; actives 3.4% (n = 73,000); note: potency is the fitted concentration of half-maximal effect; % is set by controls: 0 for no effect and ±100 for the full control effect; nearly all actives have a fitted effect of over 60% in size; many of its hits are not listed in these tables
#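 E. coli-expressed His-tagged HADH2 tested at 20 nM in alkaline Tris buffer (pH 9.0); oxidation of 90 uM beta-hydroxybutyryl-CoA with 1 mM NAD+ tracked fluorimetrically for 4 min.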
# ALOX15 inhib: qHTS Assay for Inhibitors of 15-hLO (15-human lipoxygenase). purified 15hLO-1, xylenol orange hydroperoxide absorbance. Potency, µM (top dose mostly 57.1 µM), without a hit: at the highest dose activity change, negative = inhibition, usual class: inhibitors. actives 1.4% (n = 74,000). AID 887, 2007; note: potency is the fitted concentration of half-maximal effect; % is set by controls: 0 for no effect and ±100 for the full control effect; nearly all actives have a fitted effect of over 55% in size
#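 Compounds were preincubated 15 min at room temperature with 40 nM purified human enzyme (25 mM Hepes pH 7.5, 0.01% Triton X-100); 50 uM arachidonic acid reacted 6 min. Fe-xylenol orange detection, 30 min, absorbance ratio 573/405 nm.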
# Casp7 inh: qHTS Assay for Allosteric/Competitive Inhibitors of Caspase-7 | P55210 | recombinant caspase-7, Ac-DEVD-AFC fluorescence rate | AID 889, 2007 | actives 0.02% (n = 75,000) | Potency, µM (highest dose often 57.5 µM), for the others: top-dose activity change, negative = inhibition, actives largely listed as inhibitors; active = well fitted inhibition curve with a large enough effect in the main read-out, with a control signal flat, not every such curve was filed as active; inconclusive = small, poorly fitted or top-dose-only effect, or a change in a side signal; note: potency is the fitted concentration of half-maximal effect; % of control where 0% means no effect
# BRCT inh green: qHTS Assay for Inhibitors of BRCT-Phosphoprotein Interaction (Green Fluorophore). Breast cancer type 1 susceptibility protein (Homo sapiens), P38398. BRCA1 BRCT-phosphopeptide binding, green fluorescence polarization. Potency, µM (top dose mostly 76.9 µM), for inactives: at the highest dose activity change, negative = inhibition, most hits filed as inhibitors. actives 0.05% (n = 75,000). AID 875, 2007;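 note: potency is the fitted concentration of half-maximal effect; plate controls were peptide without protein for full effect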
#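 Fluorescence polarization: His-tagged BRCT (~35 kDa BRCA1 C-terminus, 250 nM) bound to 100 nM fluorescein-labeled phosphorylated 10-aa BACH1 peptide, pH 7.3 phosphate buffer with DTT and Tween 20. Compounds incubated 12 min at room temperature; inhibition read as lowered polarization.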
# Tau filament bind: qHTS Assay for Tau Filament Binding. actives 2% (n = 71,000). Microtubule-associated protein tau (Homo sapiens), P10636. recombinant tau filaments, thioflavin S fluorescence, 15 h; filaments grown with octadecylsulfate alongside compound. Potency, µM (highest dose often 57.1 µM), for inactives: at the highest dose activity change, negative = inhibition;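 note: potency is the fitted concentration of half-maximal effect; % is set by controls: 0 for no effect and ±100 for the full control effect; actives lower thioflavin S fluorescence by blocking filaments or displacing dye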
#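 ThS-based fibril read: tau 1 uM final, inducer ODS 30 uM final, 37 C for 15 h, ex 450/em 510 nm.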
# Numbers without * were called inactive; i = inactive; ? = inconclusive; / = not tested or not shown; [ ] = remark or other dose. Unless noted, calls come from the whole dose curve; as a rule, active = well fitted curve in the direction sought with a large enough effect; inconclusive = small, poorly fitted or top-dose-only effect, or another doubt; inactive = no such curve, though single readings can be large; an effect the other way counts as inactive or inconclusive. The list is partial. The share of hits here may be higher or lower than overall.
SMILES,USP2a inh,Pol III holo inh,HEK293 cAMP cs,Casp1 inh,BRCT inh red,Rhodamine fluor,HADH2 inh,ALOX15 inhib,Casp7 inh,BRCT inh green,Tau filament bind
c1ccc2c(CCNc3ncnc4nc[nH]c34)c[nH]c2c1,/,-1%,12%,1%,-2.0%,/,-6%,11%,-4%,-2.6%,4%
Cc1ccc(NC(=O)COC(=O)C2CCC(=O)N2)c(S(=O)(=O)N2CCOCC2)c1 (stereo not drawn),-2%,1%,2%,0%,-0.6%,i,-4%,18%,0%,-1.4%,6%
Cc1ccc2cc(C#N)c(SCC(=O)NCC3CCCO3)nc2c1 (stereo not drawn),5%,-10%,7%,0%,-0.8%,i,12%,2%,-2%,0.5%,-4%
O=C1CC(N(Cc2ccco2)C(=O)Nc2ccc(F)cc2)C(=O)N1c1ccc(F)cc1 (stereo not drawn),8%,-1%,-4%,-2%,0.3%,i,6%,-1%,1%,-0.3%,-2%
Cc1nc2c(cc(Oc3ccc(S(=O)(=O)N4CCOCC4)cn3)c3ccsc32)s1,27%,-7%,6%,-5%,0.0%,i,-6%,?,-2%,1.7%,?
COc1ccc(CCN(Cc2cc3cccc(C)c3[nH]c2=O)C(=O)N2CCCC2)cc1OC,27%,-5%,4%,-4%,0.7%,i,1%,-2%,-2%,3.4%,10%
O=C(O)CSc1ccn(Cc2ccccc2)c1,/,-5%[11.4 µM],-2%[11.4 µM],0%[11.5 µM],-1.2%[15.4 µM],i,0%[11.4 µM],8%[11.4 µM],0%[11.5 µM],1.5%[15.4 µM],-7%[11.4 µM]
O=C(NCCCN1CCCC1)C1CCN(C(=O)c2cc3sccc3n2Cc2ccc(F)cc2)CC1,29%,1%,5%,-6%,0.8%,i,-2%,-16%,-3%,3.9%,25%
CCOC(=O)C1C(=O)N(C(=O)c2ccc(OC)cc2)CC1c1ccccc1 (stereo not drawn),15%,4%,30%,-2%,-1.3%,/,-1%,8%,1%,-4.1%,22%
COc1ccccc1CN(C(=O)c1ccco1)C(C(=O)NC1CCCC1)c1ccncc1 (stereo not drawn),/,-2%,?,-4%,-3.0%,i,-3%,-28%,-1%,3.5%,0%
C=C1C(=O)C23C(O)C1CCC2[C@]12COC3(O)C(O)C1C(C)(C)CC[C@H]2O (stereo partly drawn),38%[activator],/,/,1%,-0.7%,/,/,1%,-6%,-1.6%[3.08 µM],/
COC(=O)C(NC=O)C(O)(Cc1ccccc1)C(F)(F)F (stereo not drawn),5%,-8%,?,0%,0.6%,i,-7%,-5%,-1%,-2.2%,2%
O=C(Nc1ccc(Cl)cc1F)C1CCN(S(=O)(=O)c2cccnc2)CC1,13%,-1%,4%[2.29 µM],1%,0.6%,i,3%,7%,-1%,-1.3%,-2%
Nc1nc2n(n1)C(c1cccs1)CC(c1ccccc1)N2 (stereo not drawn),0%,-2%,5%,-1%,0.3%,i,13%,13%,4%,-0.7%,-2%
O=C(CN(Cc1ccc2c(c1)OCO2)C(=O)CSc1nc2ccccc2o1)NC1CCCCC1,/,-2%,16µM*,-3%,-1.2%,i,-4%,-4%,-3%,-0.2%,384%
O=C1c2cccnc2C(=O)N1Cc1ccc(F)cc1,1%,-4%,11%,-5%,0.8%,i,-6%,5%,-4%,21%,24%
Cn1ccnc1SCC(=O)Nc1ccc(Oc2ccccc2)cc1,15%,-1%,13%,1%,0.9%,i,5%,8%,-5%,0.7%,11%
Cc1ccc(CNC(=O)CCNC(=O)Cn2ccc3ccccc3c2=O)o1,5%,-4%,0%,2%,-0.1%,i,3%,3%,1%,0.4%,2%
CCOc1ccc(C(=O)NCc2ccco2)cc1,0%[7.66 µM],-10%[11.4 µM],11%[11.4 µM],0%,-2.4%,/,-18%[11.4 µM],-8%[11.4 µM],-1%,-1.3%,-3%[11.4 µM]
Cn1c(=O)n(C)c2cc(S(=O)(=O)NCc3ccccc3)ccc21,2%,0%,8%,-1%,-0.7%,i,3%,-1%,-2%,-3.1%,-3%
CCOC(=O)c1sc(NC(=O)c2cccc(S(=O)(=O)N3CCN(C)CC3)c2)cc1C,32%[activator],-1%,-1%,-4%,0.8%,i,-8%,6%,-2%,0.4%,-1%
Cc1ccc(C(c2nnnn2C(C)(C)C)N2CCN(C3CCCC3)CC2)cc1 (stereo not drawn),/,-4%,?,-2%,0.6%,i,6%,19%,0%,-0.3%,1%
OCCCNCc1ccncc1,/,-5%[11.4 µM],-1%[11.4 µM],1%[11.5 µM],1.7%[15.4 µM],i,4%[11.4 µM],-4%[11.4 µM],0%[11.5 µM],-1.9%[15.4 µM],6%[11.4 µM]
Cc1cccc(C(=O)O)c1[N+](=O)[O-],/,3%,15%,-2%,0.7%,/,-4%,3%,-2%,-2.5%,12%
COc1ccc(NC2CS(=O)(=O)CC2OC(=O)c2ccc(F)cc2)cc1 (stereo not drawn),5%,-3%,21%,0%,-0.4%,i,-3%,-3%,1%,-0.3%,-4%

# At a glance, some entries already given:
SMILES,USP2a inh,Pol III holo inh,HEK293 cAMP cs,Casp1 inh,BRCT inh red,Rhodamine fluor,HADH2 inh,ALOX15 inhib,Casp7 inh,BRCT inh green,Tau filament bind
Cc1cccc(C(=O)O)c1[N+](=O)[O-],/,3%,15%,-2%,0.7%,/,-4%,3%,-2%,-2.5%,12%
COc1ccc(NC2CS(=O)(=O)CC2OC(=O)c2ccc(F)cc2)cc1 (stereo not drawn),5%,-3%,21%,0%,-0.4%,i,-3%,-3%,1%,-0.3%,-4%

# Next part
SMILES,USP2a inh,Pol III holo inh,HEK293 cAMP cs,Casp1 inh,BRCT inh red,Rhodamine fluor,HADH2 inh,ALOX15 inhib,Casp7 inh,BRCT inh green,Tau filament bind
CC(=O)NCC(=O)NC(C(=O)Nc1ccc2c(c1)OCCO2)c1ccc(C)cc1 (stereo not drawn),8%,6%,25%,-1%,0.5%,i,6%,6%,3%,-0.3%,-6%
Cc1cccn2c(=O)c3cc(C(=O)NCCCN4CCOCC4)n(C)c3nc12,/,0%,2%,-7%,0.5%,/,-11%,-6%,-10%,-0.6%,6%
Fc1ccc(C(c2nnnn2C2CCCC2)N2CCN(Cc3ccccc3)CC2)cc1 (stereo not drawn),/,-9%,?,-2%,1.2%,i,18%,-1%,-5%,1.3%,-15%
NCC(O)COCCC12CC3CC(CC(C3)C1)C2 (stereo not drawn),12%,-2%,3%,-2%,-0.7%,i,6%,10%,-1%,-1.5%,?
CCOc1ccc(N2Cc3ccccc3C2)cc1,/,-2%,25%,0%,0.9%,/,-9%,-9%,-1%,0.9%,16µM*
O=C(c1ccc(Br)cc1)N1CCN(S(=O)(=O)c2ccccc2)CC1,/,-1%,-5%,-3%,0.3%,/,1%,6%,1%,1.1%,4%
CC(C)Cn1c(N)c(C(=O)CSc2ccc3c(c2)OCCO3)c(=O)n(C)c1=O,-17%,-6%,?,0%,1.7%,i,23%,-13%,-4%,-2.5%,458%
Cc1cccc(C)c1NC(=O)CSCC(=O)O,10%,-6%,6%,3%,4.1%,i,-8%,4%,1%,-0.3%,-2%
CCCOc1ccc(C2C(=O)N(C3CCCCC3)CC(=O)N2CCC)cc1OC (stereo not drawn),9%,-5%,16%,1%,-0.8%,i,11%,1%,0%,-1.5%,-9%
Clc1cc(Br)ccc1OCCn1ccnc1,-6%,-2%,8%,1%,-3.1%,i,7%,13%,0%,-3.2%,3%
